# GSIS activator – GLuc luminescence reporter in INS-1E cells, primary screen for activators of glucose-dependent secretion of insulin. INS-1E GLuc reporter insulin secretion, 2-3 h. activation, % at 16.6 µM. hit rate 0.61% among 370,000;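 active = lowest replicate activation of at least 40%, so every replicate reaches that level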;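 note: 0% = median of neutral control wells and 100% = median of IBMX positive control wells; some compounds called inactive have numbers as strong as hits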
# PGC1a acetyl inh – modulators of PGC1a acetylation | hit rate 0.17% among 350,000 | AID 651687 | U2OS PGC1a acetylation, AlphaScreen anti-acetyl-lysine; with virally co-expressed GCN5 acetyltransferase | inhibition, % at 15.6 µM;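 active = every replicate shows inhibition of at least 40%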;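 note: 0% = neutral control wells and 100% = positive control wells; some results beyond the cut were filed as inactive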
# FN deposition inh – fibronectin deposition inhibition; AH1F fibroblasts, Alexa488-fibronectin deposition fluorescence, overnight; inhibition, % at 12.6 µM; hit rate 0.086% among 350,000; AID 743247;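 active = mean inhibition across replicates of 30% or more, regardless of how many single replicates reach that level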;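 note: positive control wells lacked labelled fibronectin entirely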
#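 Assay system: AH1F fibroblast monolayer, labelled fibronectin deposition. Amount: 10000 cells per well. Also added: labelled fibronectin 24 nM. Compound: single-point pinned compound. Incubation: cell attachment 1 h, compound and FN exposure overnight. Detection: fluorescence after three HBSS washes, excitation 485 nm, emission 525 nm. Read-out: inhibition of fibronectin deposition signal.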
# C2C12 statin – suppressors of simvastatin-induced myotoxicity in C2C12 myotubes; ATP luminescence, 48 h; scaled: DMSO 0, geranylgeraniol control 100; AID 602340; hit rate 0.78% among 330,000; rescue of ATP level, % at 7.49 µM;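 active = mean ATP rescue above about 67%, or every replicate alone reaching that limit, limit read from the data, passing the limit was not always enough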;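 note: myotubes were challenged with 10 µM simvastatin during compound exposure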
# PglD DTNB – PglD (C. jejuni) enzyme inhibition. purified PglD enzyme, DTNB colorimetric CoA detection. hit rate 0.098% among 360,000. inhibition, % at 12.5 µM. AID 602405; in the data active = inhibition above about 16%, passing the limit was not always enough; note: strong numbers were not always called active
# Cneo AK release – Cryptococcus neoformans lysis via adenylate kinase release; lysis activity, % at 15 µM; AID 651654; C. neoformans lysis, adenylate kinase release luminescence, 4 h; normalised: neutral wells 0, clomiphene wells 100; hit rate 0.2% among 360,000;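 active = mean lysis activity across replicates of at least 80%, whatever share of replicates individually reach that level; inactive = mean lysis activity below 80%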
#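 Test system: log-phase Cryptococcus neoformans yeast cells. Input: 5 × 10^6 yeast cells/mL. Medium: fresh YPD growth medium. Doses: single dose. Incubation: static 4 h at 37 °C with compound, 1 h detection. Measured by: luminescent adenylate kinase detection reagent. Read-out: signal increase indicating cell lysis. Benchmarks: Clomiphene.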
# F508del corr – correctors of CFTR F508del function in bronchial epithelial cells. CFBE cells, YFP halide quenching; stimulated with forskolin plus potentiator P3; % fluorescence drop versus neutral controls. activity (quench increase), % at 7.58 µM. hit rate 0.36% among 350,000. AID 720511;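 active = mean added fluorescence quench of at least 8% versus neutral control, with both replicates also reaching 8%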;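 note: cells transiently co-express mutant CFTR-F508del with the halide-sensitive YFP; corrector assay measuring rescue of mutant channel to the surface after 24 h compound exposure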
# miR122 inh – inhibitors of miR-122 in Huh7 cells. Huh7 miR-122 Renilla luciferase sensor, 48 h; neutral wells = 0, positive control = 100. activation (reporter increase), % at 12.5 µM. hit rate 0.3% among 340,000;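 active = mean replicate activation score at least 90 and every replicate individually at or above 90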;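 note: higher luciferase means less miR-122 activity so hits act as miR-122 inhibitors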
# Starred values were filed as active, the others as inactive; · = no result given; & = joins results of further samples; [ ] = remark or other dose.
# The opening 13 records, to show the layout:
SMILES,GSIS activator,PGC1a acetyl inh,FN deposition inh,C2C12 statin,PglD DTNB,Cneo AK release,F508del corr,miR122 inh
O=c1oc2ccccc2c2nccnc12,·,4,·,6,-3,-1,·,1
C[C@@H]1CN([C@@H](C)CO)S(=O)(=O)c2ccc(-c3ccccc3)cc2O[C@H]1CN(C)CC1CC1,-9,-5,4,-122,0,-1,-2.3,-4[16.7 µM]
C[C@H]1CN([C@@H](C)CO)C(=O)Cc2cc(NC(=O)Cc3ccccc3)ccc2O[C@H]1CN(C)C(=O)Nc1cccc2ccccc12,-23&-26,3,-1,-5&18,2&2,5&3,-4.1&1.3,-1[16.7 µM]
O=C(C[C@@H]1CC[C@H]2[C@@H](COC[C@@H](O)CN2C(=O)c2cccnc2)O1)Nc1ccc(-c2ccccc2)cc1,0,-10,5,0,0,1,1.7,-4[16.7 µM]
COc1ccc(-n2nnnc2CNC(=O)c2ccc3ccccc3c2)cc1,4,-54,0,-16,-6,2,-0.9,·
Cn1cc(S(=O)(=O)NC2CCCCCC2)c(=O)n(C)c1=O,-2,7,2,15,-3,-1,-1.2,0
Nc1nonc1-n1nnc(C(=O)N/N=C/C=C/c2ccccc2)c1CSC1=NCCS1,-9,14,-4,7,-4,-2,-3.2,-9
COC(=O)N1CC(C)N(C(=O)OC)CC1C (stereo unspecified),·,-1,·,·,-4,0,·,-5
COc1cc(OC)nc(Oc2ccccc2C(=O)Oc2ccc(Cl)cc2)n1,-1,-17,·,3,3,0,0.7,12
CC(NC(=O)c1cccnc1)C(=O)N1CCCCC1 (stereo unspecified),·,5,·,2,-2,1,·,-1
CCC(C)c1ccc(NC(=O)C2CC2)cc1 (stereo unspecified),·,8,5,-49,5,-9,·,-2
CC(=O)c1cccc(OCc2cc(C(=O)N(C)CCc3ccccn3)no2)c1,6,-1,6,·,-2,0,-0.9,-7
COc1ccccc1CNC(=O)c1cc(C(C)=O)c[nH]1,-15,-12,6,-10,-5,1,0.2,-4

# Results, previewed entries included:
SMILES,GSIS activator,PGC1a acetyl inh,FN deposition inh,C2C12 statin,PglD DTNB,Cneo AK release,F508del corr,miR122 inh
O=c1oc2ccccc2c2nccnc12,·,4,·,6,-3,-1,·,1
C[C@@H]1CN([C@@H](C)CO)S(=O)(=O)c2ccc(-c3ccccc3)cc2O[C@H]1CN(C)CC1CC1,-9,-5,4,-122,0,-1,-2.3,-4[16.7 µM]
C[C@H]1CN([C@@H](C)CO)C(=O)Cc2cc(NC(=O)Cc3ccccc3)ccc2O[C@H]1CN(C)C(=O)Nc1cccc2ccccc12,-23&-26,3,-1,-5&18,2&2,5&3,-4.1&1.3,-1[16.7 µM]
O=C(C[C@@H]1CC[C@H]2[C@@H](COC[C@@H](O)CN2C(=O)c2cccnc2)O1)Nc1ccc(-c2ccccc2)cc1,0,-10,5,0,0,1,1.7,-4[16.7 µM]
COc1ccc(-n2nnnc2CNC(=O)c2ccc3ccccc3c2)cc1,4,-54,0,-16,-6,2,-0.9,·
Cn1cc(S(=O)(=O)NC2CCCCCC2)c(=O)n(C)c1=O,-2,7,2,15,-3,-1,-1.2,0
Nc1nonc1-n1nnc(C(=O)N/N=C/C=C/c2ccccc2)c1CSC1=NCCS1,-9,14,-4,7,-4,-2,-3.2,-9
COC(=O)N1CC(C)N(C(=O)OC)CC1C (stereo unspecified),·,-1,·,·,-4,0,·,-5
COc1cc(OC)nc(Oc2ccccc2C(=O)Oc2ccc(Cl)cc2)n1,-1,-17,·,3,3,0,0.7,12
CC(NC(=O)c1cccnc1)C(=O)N1CCCCC1 (stereo unspecified),·,5,·,2,-2,1,·,-1
CCC(C)c1ccc(NC(=O)C2CC2)cc1 (stereo unspecified),·,8,5,-49,5,-9,·,-2
CC(=O)c1cccc(OCc2cc(C(=O)N(C)CCc3ccccn3)no2)c1,6,-1,6,·,-2,0,-0.9,-7
COc1ccccc1CNC(=O)c1cc(C(C)=O)c[nH]1,-15,-12,6,-10,-5,1,0.2,-4
CC(=O)c1cc2c(cc1NS(=O)(=O)c1ccc(C)cc1)OCO2,95,-57,2,-16,-4,-1,·,12
CCc1nc(-c2ccccc2O)n(-c2ccccc2)n1,·,-3,11,12,-2,-1,·,5
O=C(Cn1c(C(=O)NCCCN2CCOCC2)cc2sccc21)c1ccccc1,13,-2,·,19,-4,3,·,-2
COc1ccc(CC(=O)NCc2ccc(Cl)cc2)cc1S(=O)(=O)N1CCOCC1,-3,-8,-2,4,-7,-4,-0.3,-5
Cc1ccc(NC(=O)CN2C(=O)S/C(=C\c3cccn3-c3cccc(C(=O)O)c3)C2=O)c(C)c1,·,1,·,-2,1,5,·,-8
CCN1[C@@H]2c3ccc(/C=C/c4ccccc4)c(=O)n3C[C@H]1[C@H](CO)[C@H]2C(=O)NCc1ccccn1,1,·,·,11,1,0,0.8,5[16.7 µM]
O=C(Nc1ccc(-c2nc3cc(Cl)ccc3o2)cc1)C1CCCO1 (stereo unspecified),·,·,·,-50,-4,-1,·,0
CN(Cc1ccccc1)C(=O)c1[nH]cnc1C(=O)Nc1ccon1,4,·,2,-1,5,2,2.1,-5
COc1ccccc1-c1oc2ccccc2c1C#CC1(N)CCCCC1,·,0,4,-137,2,0,2.7,1
C/C=C/c1ccc([C@@H]2[C@@H](CO)N(C(=O)Cc3cccnc3)[C@H]2CNC(C)=O)cc1,-5,-5,-9,-13,-1,-6,0.8,-83[16.7 µM]
C[C@H](CO)N1C[C@H](C)[C@@H](CN(C)CC2CCCCC2)OCCCC[C@H](C)Oc2ccc(NS(=O)(=O)c3cccs3)cc2C1=O,14,-4,·,·,6,3,2.9,-10[16.7 µM]
COc1ccc(NC(=O)CCc2nc(-c3ccc(C)cc3)no2)cc1Cl,·,9,·,3,0,-3,·,-3
CCOC(=O)C1CCN(C2=NC(=O)/C(=C/c3ccccc3OC)S2)CC1,-9,-15,-3,4,2,1,-0.3,-6
O=C(Nc1ccc(-c2nc3cc(NC(=O)c4cccs4)ccc3o2)cc1)c1cccs1,11,-5,-2,-112,-1,-1,·,0
C[C@H](CO)N1C[C@H](C)[C@H](CN(C)C(=O)c2cccc(F)c2)Oc2ncc(-c3cccc(F)c3)cc2C1=O,-5,-3,4,49,3,3,2.3,5[16.7 µM]
COc1ccc(Br)c(-c2nnc(CS(=O)(=O)c3ccccc3)o2)c1,-4,5,-4,3,1,1,0.6,20
CCc1cc(=O)oc2cc(C)cc(OCC(=O)NCC3CCC(C(=O)O)CC3)c12 (stereo unspecified),-4,6,·,0,3,0,0.8,-2
COc1cccc(NC(=O)CN(C)C(=O)c2cc3c(s2)CCCC3)c1,-10,-1,9,7,5,-1,0.7,-3
O=C(C[C@H]1CC[C@@H]2[C@H](COC[C@@H](O)CN2Cc2ccccc2)O1)N1CCOCC1,10,5,-1,4,-3,-2,-2.7,-7[16.7 µM]
CCCN1C[C@H](C)[C@@H](OC)CN(C)C(=O)c2ccc(NC(=O)c3cccc(OC)c3)cc2OC[C@H]1C,7,-3,4,-10,4,-1,1.5,-21[16.7 µM]
CCc1cc(=O)[nH]c(SCC(=O)N2CCC(Cc3ccccc3)CC2)n1,-8,·,-1,10,-2,0,0.6,-2
CC1(C(=O)NS(=O)(=O)c2ccccc2)CCN1C(=O)c1ccccc1CCc1ccccc1 (stereo unspecified),13,3,9,14,-1,-1,-4.1,1
COc1ccc(NC(=O)N(C)C[C@@H]2Oc3c(NS(=O)(=O)c4ccc(F)cc4)cccc3C(=O)N([C@@H](C)CO)C[C@H]2C)cc1,-5,0,-3,14,-6,1,0.7,0[16.7 µM]
C[C@H]1CN([C@@H](C)CO)C(=O)Cc2cc(NC(=O)CCC(F)(F)F)ccc2O[C@H]1CN(C)C(=O)NC1CCCCC1,16,1,-4,25,-2,26,-1.0,6[16.7 µM]
CO[C@@H]1CN(C)C(=O)c2cc(NC(=O)Nc3ccccc3F)ccc2OC[C@@H](C)N(C(C)=O)C[C@H]1C,-14,7,5,3,-2,-2,-1.0,·
Cc1cnc(C)c(N2CCC(C(=O)NC(C)c3cccs3)CC2)n1 (stereo unspecified),·,-23,6,8,-6,-3,·,-3
CCc1c(O)nc(SCC(=O)Nc2ccccc2)n(-c2ccccc2)c1=O,-6,6,·,5,-3,5,-2.2,-3
Cc1onc(-c2c(F)cccc2Cl)c1C(=O)NCCc1ccncc1,8,·,·,0,-2,1,-0.7,·
COc1ccc(S(=O)(=O)N2CC(O)CC2C(=O)Nc2cccnc2)cc1 (stereo unspecified),2,-3,-7,18,-2,-10,1.2,-13
NC(=O)C1(c2ccccc2)CCC(=O)N1c1ccccc1 (stereo unspecified),11,0,6,6,20,4,-0.6,-4
COc1cccc(NC(=O)N(C)C[C@@H]2Oc3cc(-c4ccccc4F)ccc3S(=O)(=O)N([C@H](C)CO)C[C@@H]2C)c1,-7,-14,-25,-25,1,-3,-1.7,3[16.7 µM]
CCOc1ccccc1NC(=O)c1cc(C(=O)c2cc(Br)ccc2O)coc1=N,-8,11,1,·,·,·,-3.2,·
C[C@H]1CCCCO[C@@H](CN(C)C)[C@@H](C)CN([C@@H](C)CO)C(=O)c2cc(NS(=O)(=O)c3ccc(Cl)cc3)ccc2O1,-2,-35,·,31,-1,2,0.3,3[16.7 µM]
COc1ccc(NC(=O)N(C)C[C@H]2Oc3ccc(NC(=O)Nc4c(C)noc4C)cc3CC(=O)N([C@H](C)CO)C[C@H]2C)cc1,15,6,-5,37,-1,1,-2.1,8[16.7 µM]
C=CCn1c(SCC(=O)OCC)nc2cc(C(=O)NCc3ccco3)ccc2c1=O,·,-6,11,2,-6,3,·,-3
CCCN(CCC)C(=O)c1c(NC(=O)CC)sc2c1CCCCC2,29,-2,-18,-2,-4,-1,·,12
CCn1c2ccccc2c2cc(NC(=O)COC(=O)c3ccccc3F)ccc21,·,-2,0,·,-1,-1,4.4,-3
COc1ccc(NC(=O)Nc2ccc3c(c2)C(=O)N([C@@H](C)CO)C[C@@H](C)[C@@H](CN(C)C(=O)Nc2ccc(F)cc2)OCCCC[C@@H](C)O3)cc1,-7,1,-9,17,-3,21,0.2,8[16.7 µM]
COc1cccc(C(=O)NCC(=O)NCc2cc(=O)n(C)c(=O)n2C)c1,15,1,5,25,2,-5,1.4,2
CC(C)c1ccc(-n2nnnc2SCc2nc(N)nc(N)n2)cc1,-2,·,4,5,-1&2,0,0.8,0
C#Cc1ccc([C@@H]2C=C(C(=O)NC3CC3)O[C@H](OCC)[C@H]2CCCO)cc1,-8,-4,0,-10,0,2,0.9,-7
Cc1noc(C)c1S(=O)(=O)N(C)C[C@H]1Oc2ccc(NC(=O)CCC(F)(F)F)cc2C(=O)N([C@H](C)CO)C[C@@H]1C,1,0,5,1,0,0,-1.5,4
Cc1c(NC(=O)c2csc3c2CCCC3)c(=O)n(-c2ccccc2)n1C,16,-17,2,-2,4,-3,1.2,-3

# Source: PubChem BioAssay
